rCAG binder = binders of r(CAG) RNA repeats, primary screen, biochemical, fluorescence | r(CAG) RNA repeat, TO-PRO-1 dye displacement fluorescence | 370,000 tested, 1.3% active | inhibition, % at 3 µM;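 active = inhibition above the plate cutoff, the mean of all test compounds on that plate plus 3 SD, cut at about 35% in these data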;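 also: 0% = DMSO alone and 100% = 100 µM mitoxantrone as full dye displacement; higher means more dye released from RNA so lower well fluorescence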
ABHD4 inh = ABHD4 inhibitors, primary screen, biochemical, fluorescence polarization, mouse; purified mABHD4, FP-Rh probe fluorescence polarization; inhibition, % at 8.92 µM; (Lyso)-N-acylphosphatidylethanolamine lipase (Mus musculus), Q8VD66; 370,000 tested, 0.54% active;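 active = inhibition exceeding the mean over every tested compound plus 3 SD, cut at about 30% in these data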;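 also: 0% = plate median of compound wells and 100% = S159A mutant with DMSO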
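System: mouse ABHD4 enzyme, wild type / Medium: HEPES pH 7.0, NaCl, Pluronic buffer / Reagent: FP-Rh activity-based fluorescent probe / Control set: S159A mutant high control, sample median low control / Detection: fluorescence polarization with parallel and perpendicular emission, 525/598 nm / Schedule: 45 min + 60 min at 25 °C / Compound dosing: 8.92 µM, single dose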
TDP2 inh = human TDP2 enzyme inhibitors, primary screen, biochemical, epi absorbance, recombinant enzyme; AID 720702, 2013; Tyrosyl-DNA phosphodiesterase 2 (Homo sapiens), O95551; 370,000 tested, 0.34% active; T5PNP hydrolysis, p-nitrophenol absorbance 415 nm; inhibition, % at 12.8 µM;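 active = inhibition above the mean of all tested compounds plus 3 SD, set per campaign, cut at about 25% in these data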;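 also: 0% = DMSO with enzyme and 100% = buffer with substrate but no TDP2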
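Read-out basis: percent inhibition. System: recombinant human TDP2. Buffer or medium: Mg2+-containing Tris-HCl buffer, pH 7.5. Repeats: single replicate. Timing: reaction 2 h, 37 °C. Benchmarks: high control without enzyme, low control DMSO plus TDP2. Probe or stimulus: 5 mM T5PNP. Doses: 12.8 µM only. Measured by: epi absorbance of p-nitrophenol freed from T5PNP by hydrolysis.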
LEDGF integ inh = blockers of LEDGF/p75-dependent integrase strand transfer – biochemical, TR-FRET, high throughput, primary screen; 370,000 tested, 0.64% active; HIV-1 integrase (with human LEDGF/p75); inhibition, % at 3.7 µM; TR-FRET IN-LEDGF/p75 DNA integration, Eu/Cy5;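 active = inhibition above the screen-wide mean plus 3 SD, cut at about 13% in these data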;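 also: signal is the Cy5 over europium emission ratio at 671 and 618 nm; 0% = plate median of compound wells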
PRMT1 FP inh = PRMT1 methyltransferase inhibitors, primary screen, biochemical, fluorescence polarization | 370,000 tested, 1.3% active | AID 652257, 2013 | inhibition, % at 2.79 µM | Protein arginine N-methyltransferase 1 (Homo sapiens), Q99873 | recombinant PRMT1, activity-based probe fluorescence polarization;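 active = inhibition above about 21% made by adding two undisclosed values, limit read from the data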
Target sequence (Q99873 whole entry, looked up): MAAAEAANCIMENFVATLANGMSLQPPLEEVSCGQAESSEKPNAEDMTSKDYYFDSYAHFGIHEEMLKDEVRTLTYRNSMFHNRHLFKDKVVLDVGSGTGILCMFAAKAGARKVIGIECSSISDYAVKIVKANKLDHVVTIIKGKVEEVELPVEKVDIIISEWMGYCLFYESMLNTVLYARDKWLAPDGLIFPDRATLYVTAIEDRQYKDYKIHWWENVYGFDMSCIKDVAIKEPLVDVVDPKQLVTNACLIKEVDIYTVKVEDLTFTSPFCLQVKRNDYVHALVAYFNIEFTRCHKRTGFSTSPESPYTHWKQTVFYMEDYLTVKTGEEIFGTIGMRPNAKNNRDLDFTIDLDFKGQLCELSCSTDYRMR
PG9 Ab binder = binders of HIV-1 gp120 antibody PG9, primary screen, biochemical, TR-FRET. HIV-1 gp120 / PG9 antibody interaction. TR-FRET gp120-PG9 antibody binding. inhibition, % at 6.7 µM. 360,000 tested, 0.43% active; in the data active = inhibition above about 8.5%
SIAE primary = human SIAE inhibitors, primary screen, biochemical, fluorescence polarization, FP-Rh probe, 1536-well HTS; SIAE FP-Rh probe binding; inhibition, % at 9.66 µM; 370,000 tested, 0.69% active;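 active = inhibition above a cutoff: mean of compounds within the control limits plus 3 SD of those, cut at about 17% in these data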;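 also: 0% = plate median of compound wells and 100% = probe without SIAE protein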
TCR-CD3 inh = inhibitors of human TCR-CD3 interaction, primary screen, biochemical, fluorescence, TAMRA-labeled TCR probe; T-cell receptor (TCR); inhibition, % at 9.4 µM; 360,000 tested, 0.37% active; AID 651800, 2012; in the data active = inhibition above about 19%;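 also: recombinant mutant TCR 2C K166C tagged with TAMRA read by polarization; 0% = receptor in buffer alone and 100% = receptor with positive control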
HTRA1 inh = HTRA1 serine protease inhibitors, primary screen, biochemical, fluorescence polarization, HTS; Q92743; recombinant HTRA1, FP-rhodamine activity-based probe; inhibition, % at 5.96 µM; 340,000 tested, 0.5% active; in the data active = inhibition above about 36%;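 also: 0% = enzyme with DMSO and 100% = wells lacking enzyme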
Rev-erbA mod = modulators of Rev-erb alpha DNA binding, primary screen, biochemical, FITC-DNA, fluorescence polarization, uHTS. Rev-erbα–FITC-DNA binding, 90 min. activity, % at 10 µM. 370,000 tested, 0.79% active;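 active = activity above about 14%, limit read from the data; passing the limit was not always enough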;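 also: 0% = DMSO wells with 35 nM protein and 100% = DMSO wells with 750 nM protein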
Target sequence (P20393 whole entry, looked up): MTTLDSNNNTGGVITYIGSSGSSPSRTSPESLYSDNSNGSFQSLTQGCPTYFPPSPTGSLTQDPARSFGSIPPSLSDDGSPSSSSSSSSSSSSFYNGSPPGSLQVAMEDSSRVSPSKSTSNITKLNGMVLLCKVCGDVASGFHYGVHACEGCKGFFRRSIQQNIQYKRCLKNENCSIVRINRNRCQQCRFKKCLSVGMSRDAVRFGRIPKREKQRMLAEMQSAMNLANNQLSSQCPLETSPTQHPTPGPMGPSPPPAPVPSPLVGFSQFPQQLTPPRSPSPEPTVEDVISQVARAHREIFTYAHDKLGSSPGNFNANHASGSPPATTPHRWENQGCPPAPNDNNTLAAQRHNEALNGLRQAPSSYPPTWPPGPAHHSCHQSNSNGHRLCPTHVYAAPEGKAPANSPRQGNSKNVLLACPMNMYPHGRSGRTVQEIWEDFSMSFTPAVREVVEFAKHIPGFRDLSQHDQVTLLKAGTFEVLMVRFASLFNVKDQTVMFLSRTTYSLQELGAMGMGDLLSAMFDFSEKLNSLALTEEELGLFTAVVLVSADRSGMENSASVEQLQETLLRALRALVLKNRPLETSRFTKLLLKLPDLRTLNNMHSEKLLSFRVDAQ
Active calls of the source: *; · = no result given. This is a subset. The share of hits here may be higher or lower than overall.

SMILES | rCAG binder | ABHD4 inh | TDP2 inh | LEDGF integ inh | PRMT1 FP inh | PG9 Ab binder | SIAE primary | TCR-CD3 inh | HTRA1 inh | Rev-erbA mod
COc1cccc(-c2c(C(=O)N/N=C(\C)COc3ccccc3)nnn2-c2nonc2N)c1 | 4 | -4 | -9 | 1 | 0 | -3.5 | -4 | 2 | -17 | 3
C[C@H](CO)N1C[C@H](C)[C@@H](CN(C)C(=O)Nc2ccccc2)Oc2c(NS(=O)(=O)c3ccc(F)cc3)cccc2C1=O | 14 | -9 | -18 | -1 | -4 | 1.2 | -8 | 7 | 10 | -1
Cc1cc(-c2cc(NC(=O)Cc3c[nH]c4ccccc34)ccc2N(C)c2cccnc2)ccc1F | 13 | 14 | -3 | -3 | 0 | -0.4 | 9 | -1 | · | 6
CCc1ccc(Oc2ncnc(N)c2[N+](=O)[O-])cc1 | -4 | 0 | 0 | 1 | -3 | 0.8 | 6 | 11 | 8 | -2
COC(=O)c1cc2c(c3c4cc(F)ccc4n(S(=O)(=O)c4ccc(C)cc4)c13)C(=O)N(C)C2 | 11 | -7 | 6 | 1 | 5 | 0.9 | -6 | 5 | · | 0
COc1ccc(OC)c(NS(=O)(=O)c2ccc3c(c2)CCC(=O)N3)c1 | 5 | 0 | -2 | 0 | -1 | -2.0 | 6 | 3 | 8 | 2
COCC(=O)N(C)C[C@@H]1Oc2cc(-c3ccc(F)cc3)ccc2S(=O)(=O)N([C@H](C)CO)C[C@H]1C | 0 | 0 | 1 | 1 | 0 | 0.5 | 4 | 2 | 2 | -2
COc1cc(C(C(=O)NCc2ccccc2)N(C(=O)c2snc(C(N)=O)c2N)C2CCCC2)cc(OC)c1OC (stereo unspecified) | -3 | 1 | 4 | -1 | 2 | -1.2 | 0 | 0 | -1 | -1
O=C(CCn1nc(-c2ccccc2)c2ccccc2c1=O)N1CCN(c2ccccc2)CC1 | -1 | -7 | -15 | 3 | -2 | -1.5 | -4 | 3 | -13 | 1
CCCCn1c(N)c(N(CC)C(=O)c2cccc(OC)c2)c(=O)[nH]c1=O | 0 | 4 | 10 | -5 | 2 | 1.5 | 5 | 5 | -1 | 1
COc1ccc(C(=O)Nc2ccc(Cn3ccnc3)cc2)cc1OC | -4 | -1 | 14 | 5 | -2 | 0.2 | 1 | 5 | -2 | 4
COc1cc(C(=O)c2ccccc2)c(OC)cc1C(=O)Nc1ccc(O)cc1 | 4 | -16 | -10 | 11 | 1 | -1.9 | 1 | -6 | 0 | 3
CCOc1ccccc1NC(=O)C(OC(=O)c1ccccc1NS(=O)(=O)c1cccs1)c1ccccc1 (stereo unspecified) | 6 | -7 | 9 | 1 | -4 | -1.8 | 8 | 3 | -23 | 2
CN(Cc1ccccc1)c1nc(-c2cccc([N+](=O)[O-])c2)nc2ccccc12 | 4 | 4 | -16 | -2 | -1 | -0.1 | 6 | -3 | -3 | 2
CCOc1cc(/C=C\c2[nH]c(=O)[nH]c(=O)c2[N+](=O)[O-])ccc1OC(C)CC (stereo unspecified) | 22 | -2 | -1 | -1 | 4 | -3.7 | -8 | 4 | · | 2
CC(C(=O)NCC1CCCO1)n1cccc1C(=O)c1ccccc1 (stereo unspecified) | 0 | 3 | -5 | 1 | -2 | 0.6 | 8 | 4 | 3 | -1
O=C(NCCCN1CCCC1=O)c1ccc2c(c1)ncn2C1CCCCC1 | -1 | 4 | 7 | -2 | 4 | -0.3 | 9 | -5 | -2 | -2
CCn1c(C)cc(/C=C2/SC(=S)NC2=O)c1C | 0 | 0 | 2 | 1 | 1 | -2.2 | -2 | 10 | -2 | -1
CCOc1ccc(OCC)c(S(=O)(=O)NCCOC23CC4CC(CC(C4)C2)C3)c1 | 4 | -13 | -9 | -1 | 0 | -0.5 | -7 | -4 | -28 | 1
COCCNC(=O)C1(C)CCCN(C(=O)CCc2ccccc2)C1 (stereo unspecified) | 0 | 7 | -5 | 2 | 0 | 0.9 | -4 | 1 | · | -7
CCOc1ccc(/C=N/NC(=O)CN2CCSCC2)cc1 | 0 | 6 | 12 | 0 | 0 | 0.1 | 1 | 4 | 0 | -1
O=C1/C(=C\c2ccccc2)CN(C(=O)CCN2CCCCC2)C/C1=C/c1ccccc1 | 0 | 3 | 2 | 2 | 6 | 0.5 | -3 | 3 | 6 | 1
COc1ccc(NC(=O)O/N=C/c2ccccc2)cc1 | -2 | -5 | 8 | 0 | 1 | -3.2 | 1 | -1 | 5 | -6
Cc1cc(C)c2cc(C#N)c(N3CCCC3)nc2c1 | 17 | -6 | -1 | -2 | 4 | 1.5 | -6 | -5 | -6 | -1
Cc1cccc(/C=N\NC(=O)c2ccccc2-n2cccc2)c1 | -1 | -7 | -17 | 5 | -3 | -0.5 | -1 | -7 | -9 | -3
Clc1cccc(Cl)c1COc1ccccc1CNn1cnnc1 | -4 | 2 | 2 | -2 | 5 | 0.6 | -1 | -4 | 3 | 5
CCOc1ccc(NC(=O)C(C)N2C(=O)c3ccccc3C2=O)cc1 (stereo unspecified) | -4 | -1 | 8 | -2 | -1 | 0.0 | -4 | 4 | -3 | 2
COc1ccc(C2CC(c3ccc(OC)c(OC)c3)=NN2S(C)(=O)=O)cc1 (stereo unspecified) | 9 | 0 | 17 | -1 | -3 | -1.1 | 8 | 3 | -3 | 0
COc1ccc(CN(CC(O)COc2cccc3[nH]cc(C)c23)C(C)(C)C)cc1 (stereo unspecified) | -10 | -1 | 1 | -3 | -1 | -2.0 | 0 | 2 | 6 | 7
O=c1c2ccccc2cnn1CCOc1cccc(Br)c1 | -4 | 2 | 1 | -2 | 3 | 0.2 | -4 | -4 | -11 | 1
CN(C(=O)COC(=O)c1cc(S(=O)(=O)N(C)C)ccc1Cl)C1CCS(=O)(=O)C1 (stereo unspecified) | 1 | 0 | -3 | 3 | -2 | -3.0 | -6 | -7 | -2 | 2
CCOC(=O)c1cn(Cc2ccccc2)nc1-c1ccccc1 | -6 | -3 | 9 | -2 | 0 | 0.9 | -2 | -10 | -7 | 0
CCCN1CCN(CCCNC(=O)C2CCCN(c3nnc(-n4cccc4)s3)C2)CC1 (stereo unspecified) | -1 | 1 | -6 | 0 | -3 | 0.5 | 0 | 1 | 3 | 0
Cc1cccc(Cc2c(C)nc3c(C(=O)NCc4ccco4)cnn3c2C)c1 | -1 | -10 | 4 | 0 | 1 | -2.6 | 2 | 1 | -44 | -5
CCn1c(N2CCN(C(=O)NC3CCCCC3)CC2)nc2ccccc21 | -2 | -9 | -11 | -2 | 5 | 0.8 | -3 | 0 | 5 | 0
O=C(c1cccc(S(=O)(=O)N2CCc3ccccc32)c1)N1CCCC(C(F)(F)F)C1 (stereo unspecified) | -8 | -2 | -15 | 1 | 0 | 1.5 | 3 | 3 | -2 | -2
Cc1cc(C(=O)OCC(=O)Nc2ccccc2Cl)c(C)o1 | 0 | -3 | -7 | 4 | -1 | -0.4 | -2 | -4 | 1 | -2
CCOC(=O)c1nnn(-c2nonc2N)c1COc1ccccc1 | 8 | -10 | -16 | -6 | -1 | -0.7 | -10 | 4 | -4 | 11
Cc1[nH]nc2c1/C(=N/O)CC(c1ccccc1)C2 (stereo unspecified) | -1 | -2 | 3 | -4 | 6 | -0.6 | 3 | -2 | 0 | -6
Cc1ccc(NC(=O)COC(=O)Cc2csc(-c3ccc(Cl)cc3)n2)cc1C | 0 | 3 | -2 | 2 | 0 | -2.0 | -3 | 5 | -6 | 2

Results in Rev-erbA mod and ABHD4 inh, for some of the entries so far:
mol,Rev-erbA mod,ABHD4 inh
O=C(CCn1nc(-c2ccccc2)c2ccccc2c1=O)N1CCN(c2ccccc2)CC1,1,-7
CCCCn1c(N)c(N(CC)C(=O)c2cccc(OC)c2)c(=O)[nH]c1=O,1,4
COc1ccc(C(=O)Nc2ccc(Cn3ccnc3)cc2)cc1OC,4,-1
COc1cc(C(=O)c2ccccc2)c(OC)cc1C(=O)Nc1ccc(O)cc1,3,-16

Two entries from above, with values under each structure:
Screens in order – rCAG binder | ABHD4 inh | TDP2 inh | LEDGF integ inh | PRMT1 FP inh | PG9 Ab binder | SIAE primary | TCR-CD3 inh | HTRA1 inh | Rev-erbA mod
CCOc1ccc(/C=N/NC(=O)CN2CCSCC2)cc1
  0 | 6 | 12 | 0 | 0 | 0.1 | 1 | 4 | 0 | -1
CCn1c(N2CCN(C(=O)NC3CCCCC3)CC2)nc2ccccc21
  -2 | -9 | -11 | -2 | 5 | 0.8 | -3 | 0 | 5 | 0

More structures.
SMILES | rCAG binder | ABHD4 inh | TDP2 inh | LEDGF integ inh | PRMT1 FP inh | PG9 Ab binder | SIAE primary | TCR-CD3 inh | HTRA1 inh | Rev-erbA mod
CCOC(=O)N1CCN(c2cc(C)c([N+](=O)[O-])cc2F)CC1 | -7 | -2 | -4 | 2 | -1 | -2.5 | 10 | 3 | 1 | -2
COc1cccc(CN(C)C(=O)CCNC(=O)c2ccc(Br)cc2)c1 | -9 | -1 | 2 | -5 | 3 | -0.8 | -5 | -7 | 2 | 2
CCNc1nnc(SCC(=O)N2c3ccccc3NC(=O)CC2C)s1 (stereo unspecified) | 3 | 0 | 5 | 0 | -2 | -1.2 | 2 | 7 | 4 | 3
CC1(C)N=C(N)N=C(N)N1c1ccc(OCCCOc2ccccc2)c(Cl)c1 | 5 | -7 | -11 | 3 | 8 | 1.2 | -2 | -8 | -3 | -3
O=[N+]([O-])c1ccc(SN2CCCCC2)c([N+](=O)[O-])c1 | 1 | 2 | 8 | 0 | 7 | -0.8 | 1 | -11 | · | 10
O=C([C@@H]1CCCN1C(=O)c1cccs1)N1CCN(S(=O)(=O)c2cccc(F)c2)CC1 | 1 | -1 | 11 | 3 | -1 | 0.2 | 1 | 5 | 3 | 4
C/C(CC(=O)Nc1ccc2c(c1)OCCO2)=N\NC(=O)COc1cccc(C)c1 | -1 | 3 | -7 | -5 | 3 | -1.9 | 1 | -8 | -8 | 2
COc1cc(C(=O)Nc2ccc(Cl)c([N+](=O)[O-])c2)cc(OC)c1OC | 8 | -3 | 4 | 2 | -2 | -2.1 | -3 | -1 | -11 | -4
CC(=O)Nc1ccc(S(=O)(=O)NCc2ccc(C(=O)NCCN(C)Cc3ccccc3)cc2)cc1 | 1 | 3 | 6 | -5 | -2 | 1.1 | 0 | 4 | · | -7
COc1ccc(-c2cc3cc(OC)c(OC)cc3c(C)n2)cc1 | 2 | -7 | -4 | 1 | -4 | 1.0 | 0 | 6 | -8 | -2
CC(C(=O)Nc1ccccc1C(=O)N1CCOCC1)N(c1ccc(Cl)cc1)S(C)(=O)=O (stereo unspecified) | 0 | -3 | -3 | 3 | -2 | -2.6 | -1 | -2 | 2 | -4

From PubChem BioAssay
